LMNA splice mod – modulators of lamin A splicing | HeLa LMNA splicing GFP/RFP minigene ratio, 48 h | Potency, µM (highest dose often 46.1 µM), for inactives: top-dose ratio change, negative = inhibition, actives largely listed as inhibitors | 200,000 tested, 0.01% active | AID 1487; active = well fitted inhibition curve with a large enough effect in the signal ratio, with a control signal flat, not every such curve was filed as active; inconclusive = small, poorly fitted or top-dose-only effect, or effect the other way, or a change in a side signal; the % refers to the signal ratio; note: % is set by controls: 0 for no effect and ±100 for the full control effect
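Read-out is the ratio of GFP to DsRed2 object intensity, acquired by 488 nm laser-scanning cytometry on HeLa lamin A-EGFP minigene reporter cells. Compound incubation 48 hrs at 37 °C in Opti-MEM with 2% FBS; DMSO 0.5% final.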
Luc counter – blocks Kinase-Glo luciferase, a counter-screen artifact; Kinase-Glo luciferase, ATP luminescence, 8 min; Potency, µM (top dose mostly 38.3 µM), without a hit: top-dose activity change, negative = inhibition, most hits filed as inhibitors; 200,000 tested, 0.28% active; AID 1379; note: % is set by controls: 0 for no effect and ±100 for the full control effect; nearly all actives have a fitted effect of over 60% in size
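Luminescence was the read-out, taken after 8-minute incubation at ambient temperature. Luciferase turned over luciferin with 10 uM ATP in imidazole pH 7.2 buffer containing KCl, MgCl2, Tween 20 and BSA.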
SMN2 splice up – SMN2 splice variant enhancement; AID 1458; 210,000 tested, 2.8% active; HEK293 SMN2-luciferase splicing reporter, luminescence, 30-36 h; Potency, µM (highest dose often 46.1 µM), for inactives: top-dose activity change, positive = activation, hits mostly activators; note: % of control where 0% means no effect; nearly all actives have a fitted effect of over 55% in size
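HEK293 cells carry an SMN2 minigene-luciferase reporter in which exon 7 inclusion puts luciferase in frame. Cells were seeded at 2000 cells/well, attached for 10-12 hours, then exposed to compounds for 30-36 hours at 37C before ONE-Glo luminescence.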
ALDH1A1 inh – ALDH1A1 (human) enzyme inhibition; 220,000 tested, 7.3% active; Purified ALDH1A1, NADH fluorescence, propionaldehyde substrate; Potency, µM (doses to about 75.3 µM), for inactives: at the top dose activity, negative = inhibition, usual class: inhibitors; P00352; active = well fitted inhibition curve with a large enough effect, not every such curve was filed as active; inconclusive = small, poorly fitted or top-dose-only effect, or another doubt; inactive = no such curve, though single readings can be large or run the other way;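 note: plate controls were no enzyme wells and a reference inhibitor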
L3MBTL1 block – inhibitors of human L3MBTL1; AlphaScreen L3MBTL1–H3K9me1 peptide binding; Potency, µM (top dose mostly 57.1 µM), for inactives: at the highest dose activity, negative = inhibition, hits mostly inhibitors; 230,000 tested, 0.66% active; AID 485360; note: % is set by controls: 0 for no effect and ±100 for the full control effect; nearly all actives have a fitted effect of over 60% in size
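First, the protein-peptide complex forms for 30 min at room temperature (L3MBTL1 50 nM, biotinylated H3K9me1 peptide 75 nM). Next, compounds are pin-transferred and incubated 30 min. Finally, AlphaScreen beads are added and read after 30 min.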
KDM4E inh – JMJD2E (human) inhibition. 230,000 tested, 1.6% active. JMJD2E catalytic domain, FDH-coupled NADH fluorescence (FDH is formaldehyde dehydrogenase). B2RXH2. AID 2147. Potency, µM (highest dose often 57.1 µM), inactives show at the highest dose activity change, negative = inhibition, actives largely listed as inhibitors; active = well fitted inhibition curve with a large enough effect, not every such curve was filed as active; inconclusive = small, poorly fitted or top-dose-only effect, or another doubt; inactive = no such curve, though single readings can be large or run the other way;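 note: 0% = wells with enzyme and -100% = buffer wells without enzyme; nearly all actives have a fitted effect of over 50% in size; many of its hits are not listed in these tables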
Tau fibril ThT – blocks human tau fibril formation measured by thioflavin T; P10636; recombinant tau K18 P301L (four-repeat tau fragment), heparin-induced fibrillization, ThT fluorescence; Potency, µM (titrated, usually from 57.4 µM), for the others: top-dose activity, negative = inhibition, most hits filed as inhibitors; 270,000 tested, 2.1% active; AID 1460; note: % is set by controls: 0 for no effect and ±100 for the full control effect; nearly all actives have a fitted effect of over 55% in size
Target sequence (P10636 561-689 P618L limits assumed): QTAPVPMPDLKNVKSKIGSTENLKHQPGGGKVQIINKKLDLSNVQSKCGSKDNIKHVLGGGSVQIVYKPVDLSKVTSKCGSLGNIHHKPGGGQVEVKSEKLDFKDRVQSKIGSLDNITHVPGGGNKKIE
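Heparin-induced fibrillization of the P301L-mutant K18 repeat-domain fragment of human tau was followed by ThT binding in quantitative high-throughput format.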
RECQ1 inh – RECQ1 (human) helicase inhibition; AID 2549; P46063; Potency, µM (titrated, usually from 57.3 µM), without a hit: top-dose activity, negative = inhibition, most hits filed as inhibitors; 240,000 tested, 0.54% active; RECQ1 DNA unwinding, red fluorescence kinetic read;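 note: plate controls were vehicle for no effect and no enzyme for full effect; nearly all actives have a fitted effect of over 30% in size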
Target sequence (P46063 whole entry, looked up): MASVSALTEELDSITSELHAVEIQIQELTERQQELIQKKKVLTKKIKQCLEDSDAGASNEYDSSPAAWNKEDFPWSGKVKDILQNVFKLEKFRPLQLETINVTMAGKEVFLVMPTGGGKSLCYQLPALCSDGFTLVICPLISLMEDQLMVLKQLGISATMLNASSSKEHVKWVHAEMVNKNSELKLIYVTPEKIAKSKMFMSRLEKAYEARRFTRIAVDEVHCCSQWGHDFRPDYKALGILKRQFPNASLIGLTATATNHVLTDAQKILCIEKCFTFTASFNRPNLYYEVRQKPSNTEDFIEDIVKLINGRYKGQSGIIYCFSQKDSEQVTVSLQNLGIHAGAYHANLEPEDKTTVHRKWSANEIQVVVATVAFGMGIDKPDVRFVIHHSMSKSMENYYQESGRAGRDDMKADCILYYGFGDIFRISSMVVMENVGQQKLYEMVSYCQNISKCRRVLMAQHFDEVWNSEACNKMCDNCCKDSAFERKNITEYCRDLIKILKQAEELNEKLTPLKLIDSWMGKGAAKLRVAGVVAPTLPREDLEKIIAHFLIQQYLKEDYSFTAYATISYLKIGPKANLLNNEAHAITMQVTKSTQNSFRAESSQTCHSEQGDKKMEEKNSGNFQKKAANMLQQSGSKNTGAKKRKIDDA
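RECQ1T1 50 nM; forked duplex (20 bp + 30-nt ss tails) 200 nM, ATP 2 mM final; pH 8.0, 2 mM MgCl2, 2.5 ug/ml poly(dI-dC); 15 min compound preincubation; discontinuous kinetic read over 2 h at RT.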
* marks the source's active call; other numbers are inactive results; i = inactive; ? = inconclusive; nt = no result given; & = joins results of further samples; [ ] = another dose, or the depositor's remark. Unless noted, calls come from the whole dose curve; as a rule, active = well fitted curve in the direction sought with a large enough effect; inconclusive = small, poorly fitted or top-dose-only effect, or another doubt; inactive = no such curve, though single readings can be large; an effect the other way counts as inactive or inconclusive. Potency is the fitted concentration of half-maximal effect.

SMILES	LMNA splice mod	Luc counter	SMN2 splice up	ALDH1A1 inh	L3MBTL1 block	KDM4E inh	Tau fibril ThT	RECQ1 inh
O=C(NCc1cccs1)C1CCCN(S(=O)(=O)c2cnc[nH]2)C1 (stereo not given)	-2%	15%	2%	9%	nt	-1%	-11%	-4%
Cc1cc2oc(=O)cc(CN3CCc4ccccc43)c2cc1Cl	4%	-1%	-15%	-5%	-7%	1%	-16%	-10%
COC(=O)c1ccc(C(=O)OC)c(NC(=S)N2CCC(C)CC2)c1	?	-1%	-2%	?	3%	?	-5%	-4%
CCOc1cc(NC(=O)C2CC2)c(OCC)cc1NC(=O)c1cccnc1	-2%	-3%	-7%	-5%	0%	?	1%	-1%
O=C(Nc1ccc(N2CCCC2=O)cc1)c1cccc(F)c1	18%	7.9µM*	7.1µM*	?	-7%	3%	0%	14%
CNC(=O)[C@@]1(Cc2ccccc2)C=C[C@@H](C)N1C(C)=O	nt	-6%	7%	-1%	nt	-8%	-2%	i
O=C(COc1ccccc1Cl)NCCC1=CCCCC1	-11%	1%	-6%	?	20%	-7%	-13%	-2%
CC1CCc2c(sc3ncn(CC(=O)N4CCCCC4)c(=O)c23)C1 (stereo not given)	18%[46 µM]	1%	nt	-6%	8%	3%	-1%	-7%
C/C(=C\C(=O)c1cccnc1)Nc1ccc(C(=O)O)cc1	2%	0%	-14%	?	nt	-22%	-9%	i
CC(NC(=O)/C(C#N)=C/c1cn[nH]c1-c1ccccc1)c1ccccc1 (stereo not given)	-5%	2%	35%	7.9µM*	-15%	6%	-13%	2%
CCCCOC(=O)c1nnc(-c2ccc(Cl)cc2)o1	nt	nt	nt	nt	10%	-2%	-12%	-2%
Cc1c(CCOC(=O)C23CC4CC(CC(C)(C4)C2)C3)sc[n+]1CC(=O)c1ccccc1	?	-2%	nt	?	-14%	1%	?	5%
Brc1ccc2c(c1)C(c1ccc(N3CCOCC3)cc1)=NNC(c1cccs1)=N2	?	2%	19%	-3%	-26%	-5%	?	-23%
S=C(S)OC1CC2CC1C1CCCC21 (stereo not given)	?	-1%	-18%&-7%	-8%	nt	15%	?	-2%
COc1ccc(CCn2c(=O)[nH]c3cc(C(=O)NCCN4CCOCC4)ccc3c2=O)cc1OC	-5%	-6%	11%	-39%	nt	-6%	0%	-3%
COc1ccc(OCC(=O)NC2CC(C)(C)NC(C)(C)C2)cc1	10%	-7%	5%	8%	1%	1%	-5%	-4%
O=C(Cc1ccccc1)NCCSCc1ccco1	7%	1%	-5%	?	nt	2%	-17%	-5%
CCOC(=O)c1c(NC(=O)C2COc3ccccc3O2)sc2c1CC(C)(C)NC2(C)C (stereo not given)	?	-2%	-13%	?	-17%	?	-13%	-4%
CCS(=O)(=O)N1CCC(C(=O)c2ccc(Cl)cc2)CC1	?	-2%	-17%	-17%	?	-1%	5%	i
Cc1conc1NC(c1cccs1)c1ccc2cccnc2c1O (stereo not given)	?	-2%	-78%[inhibitor]	?	?	?	?	-22%
COCCNC(=O)c1ccccc1-c1nc(-c2ccccc2OC)no1	4%	-14%	-28%	-2%	1%	-4%	-11%	i
CN(NC(=O)c1ccc(Cl)cc1)c1ncc(C(F)(F)F)cc1Cl	-9%[46 µM]	nt	nt	3%	9%	1%	-5%	-1%
COc1ccc(NC(=O)c2cc(C)on2)cc1	?	-5%	11µM*	-1%	nt	-3%	-7%	-9%
Fc1ccccc1N1CCN(c2ncnc3[nH]ncc23)CC1	?	1%	4%	-6%	nt	2%	?	-6%
Cc1c(NC2(C#N)CCCC2)c(=O)n(-c2ccccc2)n1C	nt	0%	-16%	4%	nt	-13%	-15%	i

Carrying on.
SMILES	LMNA splice mod	Luc counter	SMN2 splice up	ALDH1A1 inh	L3MBTL1 block	KDM4E inh	Tau fibril ThT	RECQ1 inh
CCC(C(=O)NN1C(=O)c2ccccc2C1=O)c1ccccc1 (stereo not given)	nt	-2%	6%	-2%	1%	5%	5%	11%
CCCc1cc(=O)[nH]c(SCC(=O)C(C)(C)C)n1	1%	7%	-18%	-12%	nt	16%	-13%	-1%
Cc1[nH]n(-c2ccccc2)c(=O)c1C=NCC1CCCO1 (stereo not given)	nt	-1%	6%	0%	8%	-2%	1%	8%
CCn1cc(C(=O)OCC(=O)Nc2c(C)n(C)n(-c3ccccc3)c2=O)c(=O)c2ccc(C)nc21	5%	1%	21%	3%	0%	2%	2%	i
COC(=O)c1cnc(SCc2ccc(Cl)cc2)n1C	nt	-1%	nt	5%	nt	-8%	-9%	-2%
O=C(c1ccco1)N1CCC2(CCN(Cc3nccs3)CC2)CC1	nt	0%	-14%	-7%	nt	nt	nt	-4%
Cc1ccc(C(=O)Nc2nnc(-c3ccco3)o2)cc1C	?	-1%	21%	3%	11%	-28%	-10%	-5%
O=S(=O)(NCc1ccco1)c1cccc2cccnc12	1%	-1%	-15%	4%	-19%	-6%	-14%	-1%
COc1ccc2cc(C(=O)C3CCCN(Cc4cnc(N5CCOCC5)s4)C3)ccc2c1 (stereo not given)	?	0%	nt	?	0%	?	-8%	5%
C[n+]1ccc(/C=C/c2ccc(Br)cc2)cc1	?	-4%	-24%	?	2%	?	-4%	-6%
COc1cccc(Nc2ccc(-n3ccnc3)nn2)c1	nt	nt	nt	0%	4%	7%	-15%	-6%
C=C(C)CNC(=S)NNC(=O)CCn1c2ccc(Cl)cc2c2cc(Cl)ccc21	?	1%	-9%	9%	0%	-4%	0%	-5%
Cc1ccc(-c2nc(CS(=O)(=O)CC(=O)N3CCCCCC3)c(C)o2)cc1	?	6%	-75%[inhibitor]	?	-9%	-1%	-12%	-15%
COC(=O)c1c(C)oc2ccc(NS(=O)(=O)c3cc(OC)ccc3OC)cc12	?	3%	-58%[inhibitor]	11%	2%	-3%	-2%	-15%
COc1ccc(N=C2C(=O)N3c4c(cccc42)C(C)=CC3(C)C)cc1	-2%	-3%	6%	2µM*	-14%	-17%	?	-15%
Cc1ccccc1NC(=O)CN1C(=O)NC2(CCCCC2)C1=O	5%	-3%	13%	1%	nt	9%	-11%	i
O=C(/C=C/c1ccc2c(c1)OCO2)c1ccco1	-18%	-3%	2%	4%	-2%	-17%	?	-13%
Cc1cccc2cc(CN(Cc3cccs3)S(=O)(=O)c3ccc4c(c3)OCCO4)c(=O)[nH]c12	?	-1%	5%	?	-7%	?	-3%	-4%
Cc1cc(C)n2nc(SC(C)C(=O)Nc3ccc(Cl)cn3)nc2n1 (stereo not given)	-7%[46 µM]	1%	0%	?	0%	-1%	2%	i
CC(NC(c1ccccc1)c1ccccc1)C(=O)N1CCCc2ccccc21 (stereo not given)	?	-2%	-23%	7%	19%	-4%	-13%	-8%
CCN(CC)c1ccc(/C=C(/C#N)C(=O)NC(C)C)o1	11%[46 µM]	1%	25%	10µM*	-12%	?	?	i
O=C(O)c1cccc(NC(=O)c2cc(S(=O)(=O)N3CCOCC3)cs2)c1	12%[46 µM]	-2%	nt	-4%	2%	?	9%	13%
Cc1cc(C(=O)NC(C)Cc2ccccc2)cc(C)c1[N+](=O)[O-] (stereo not given)	nt	1%	nt	-9%	6%	0%	-13%	i
Cc1cccc(N2C(=O)C(Oc3ccc(Cl)cc3Cl)C2C=O)c1C (stereo not given)	?	-3%	-27%	-7%	10%	1%	?	-7%
Nc1nc(CN2CCN(c3ccccc3F)CC2)nc(N2CCCc3ccccc32)n1	nt	5%	-52%[inhibitor]	?	-4%	-4%	?	i

In a second layout: entries from further up.
| compound | LMNA splice mod | Luc counter | SMN2 splice up | ALDH1A1 inh | L3MBTL1 block | KDM4E inh | Tau fibril ThT | RECQ1 inh |
| --- | --- | --- | --- | --- | --- | --- | --- | --- |
| C=C(C)CNC(=S)NNC(=O)CCn1c2ccc(Cl)cc2c2cc(Cl)ccc21 | ? | 1% | -9% | 9% | 0% | -4% | 0% | -5% |
| Cc1ccc(-c2nc(CS(=O)(=O)CC(=O)N3CCCCCC3)c(C)o2)cc1 | ? | 6% | -75%[inhibitor] | ? | -9% | -1% | -12% | -15% |
| COC(=O)c1c(C)oc2ccc(NS(=O)(=O)c3cc(OC)ccc3OC)cc12 | ? | 3% | -58%[inhibitor] | 11% | 2% | -3% | -2% | -15% |
| COc1ccc(N=C2C(=O)N3c4c(cccc42)C(C)=CC3(C)C)cc1 | -2% | -3% | 6% | 2µM* | -14% | -17% | ? | -15% |
| Cc1ccccc1NC(=O)CN1C(=O)NC2(CCCCC2)C1=O | 5% | -3% | 13% | 1% | nt | 9% | -11% | i |
| O=C(/C=C/c1ccc2c(c1)OCO2)c1ccco1 | -18% | -3% | 2% | 4% | -2% | -17% | ? | -13% |
| Cc1cccc2cc(CN(Cc3cccs3)S(=O)(=O)c3ccc4c(c3)OCCO4)c(=O)[nH]c12 | ? | -1% | 5% | ? | -7% | ? | -3% | -4% |
| Cc1cc(C)n2nc(SC(C)C(=O)Nc3ccc(Cl)cn3)nc2n1 (stereo not given) | -7%[46 µM] | 1% | 0% | ? | 0% | -1% | 2% | i |
| CC(NC(c1ccccc1)c1ccccc1)C(=O)N1CCCc2ccccc21 (stereo not given) | ? | -2% | -23% | 7% | 19% | -4% | -13% | -8% |
| CCN(CC)c1ccc(/C=C(/C#N)C(=O)NC(C)C)o1 | 11%[46 µM] | 1% | 25% | 10µM* | -12% | ? | ? | i |
| O=C(O)c1cccc(NC(=O)c2cc(S(=O)(=O)N3CCOCC3)cs2)c1 | 12%[46 µM] | -2% | nt | -4% | 2% | ? | 9% | 13% |
| Cc1cc(C(=O)NC(C)Cc2ccccc2)cc(C)c1[N+](=O)[O-] (stereo not given) | nt | 1% | nt | -9% | 6% | 0% | -13% | i |
| Cc1cccc(N2C(=O)C(Oc3ccc(Cl)cc3Cl)C2C=O)c1C (stereo not given) | ? | -3% | -27% | -7% | 10% | 1% | ? | -7% |
| Nc1nc(CN2CCN(c3ccccc3F)CC2)nc(N2CCCc3ccccc32)n1 | nt | 5% | -52%[inhibitor] | ? | -4% | -4% | ? | i |

High-throughput results as filed in PubChem BioAssay.

These rows are one share of the data. The share of hits here may be higher or lower than overall.
